From PubChem
Hsp90 Hop PPI – changes Hsp90-Hop TPR2A binding signal, up or down | AlphaScreen TPR2A-His6 binding biotin-Hsp90 C-terminal peptide | Potency, µM (top dose mostly 57 µM), without a hit: at the highest dose activity change, negative = inhibition | actives 0.44% (n = 71,000); active means well fitted curve in either direction with a large enough effect; inconclusive means small, poorly fitted or top-dose-only effect, or another doubt; further: potency means the concentration at half of the fitted maximal effect; on the % scale 0 is the no-effect control and ±100 the full control effect; many of its hits are not listed in these tables
CRE Fsk mod – alters forskolin-stimulated CRE reporter signaling in CHO cells; AID 662; CHO CRE-bla reporter (cAMP response element driving beta-lactamase), forskolin EC10, beta-lactamase ratio; actives 2.5% (n = 71,000); Potency, µM (titrated, usually from 38.2 µM), without a hit: top-dose activity change, negative = inhibition, usual class: activators; active means well fitted activation curve with a large enough effect in the signal ratio, with a control signal flat, not every such curve was filed as active; inconclusive means small, poorly fitted or top-dose-only effect, or effect the other way, or a change in a side signal; the % refers to the signal ratio; further: potency means the concentration at half of the fitted maximal effect; % of control where 0% means no effect
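Modulation of forskolin-driven signalling is measured in CHO cells carrying a CRE-controlled beta-lactamase reporter. Cells are stimulated with EC10 NKH 477 in the presence of titrated compound for 3 h at 37 °C, then loaded with CCF4 for 2 h at room temperature.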
Pol III holo inh – inhibitors of bacterial DNA polymerase III holoenzyme; actives 0.25% (n = 71,000); Potency, µM (series often up to 57.1 µM), for inactives: at the highest dose activity change, negative = inhibition; reconstituted DNA polymerase III holoenzyme replication, biochemical; further: potency means the concentration at half of the fitted maximal effect; on the % scale 0 is the no-effect control and ±100 the full control effect
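Reconstituted *E. coli* holoenzyme (0.35 nM Pol III, 1 nM beta, 154 nM SSB, 2 nM primase) was preincubated with compound for 15 min at RT. Synthesis on 1.4 nM ssM13Gori ran 35 min, then was stopped with PicoGreen/EDTA and read as dsDNA fluorescence.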
ERK AVP inh – blocks ERK signaling stimulated by vasopressin. HEK293-V1b, vasopressin-stimulated pERK AlphaScreen. actives 0.99% (n = 72,000). Potency, µM (top dose mostly 57.5 µM), inactives show at the top dose activity, negative = inhibition, hits mostly inhibitors; further: potency means the concentration at half of the fitted maximal effect; on the % scale 0 is the no-effect control and ±100 the full control effect; nearly all actives have a fitted effect of over 55% in size
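Overnight-seeded V1b-HEK293 cells in 1% FBS got compound, then vasopressin (25 nM final, 5 min, 37C), then lysis buffer. AlphaScreen detection of phospho-ERK; activity normalized to basal and full-stimulation controls.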
15-hLO inh – 15-hLO (ALOX15) enzyme inhibition | Potency, µM (doses to about 57.1 µM), without a hit: at the highest dose activity change, negative = inhibition, usual class: inhibitors | P16050 | actives 1.4% (n = 74,000) | purified 15hLO-1, xylenol orange hydroperoxide absorbance; further: potency means the concentration at half of the fitted maximal effect; on the % scale 0 is the no-effect control and ±100 the full control effect; nearly all actives have a fitted effect of over 55% in size
Target sequence (P16050 whole entry, looked up): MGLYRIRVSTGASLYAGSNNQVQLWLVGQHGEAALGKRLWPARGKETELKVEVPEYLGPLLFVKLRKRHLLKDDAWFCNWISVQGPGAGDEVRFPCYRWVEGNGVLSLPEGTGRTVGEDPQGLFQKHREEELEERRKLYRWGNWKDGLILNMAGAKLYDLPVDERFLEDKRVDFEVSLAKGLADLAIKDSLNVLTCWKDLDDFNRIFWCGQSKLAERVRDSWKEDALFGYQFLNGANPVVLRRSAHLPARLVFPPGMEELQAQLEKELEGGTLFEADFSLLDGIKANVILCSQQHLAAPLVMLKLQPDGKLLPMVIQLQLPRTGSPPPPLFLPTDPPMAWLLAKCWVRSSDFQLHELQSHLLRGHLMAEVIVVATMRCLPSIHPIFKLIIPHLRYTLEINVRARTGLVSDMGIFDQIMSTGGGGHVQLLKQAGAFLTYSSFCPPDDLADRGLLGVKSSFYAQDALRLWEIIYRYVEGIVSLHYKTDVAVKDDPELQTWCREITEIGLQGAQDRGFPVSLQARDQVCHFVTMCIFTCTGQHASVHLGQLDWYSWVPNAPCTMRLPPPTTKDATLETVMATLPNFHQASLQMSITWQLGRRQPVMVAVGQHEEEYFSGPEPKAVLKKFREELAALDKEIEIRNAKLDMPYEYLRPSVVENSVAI
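Purified human 15hLO-1 (40 nM) in 25 mM Hepes pH 7.5, 0.01% Triton X-100, preincubated 15 min RT with compound, then 50 uM arachidonic acid for 6 min. Hydroperoxide read by ferrous/xylenol orange, 30 min; 573/405 nm absorbance ratio gave progress.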
Rhodamine fluor – compound fluoresces in the rhodamine spectral region | AID 594 | max dye-equivalent concentration, M | Rhodamine-region fluorescence, 547/598 nm, Tris buffer; hits give high values | actives 0.05% (n = 59,000); in the data active means max dye-equivalent concentration above about 11 nM; inconclusive means between about 1.1 nM and that limit
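qHTS spectral profiling of compounds without any target or enzyme present, in pH 8.0 Tris buffer; plates were read after a 15-minute room-temperature incubation using the rhodamine-region filter set.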
HBB splice mod – alters splicing of the hemoglobin beta chain | HBB splicing reporter cell assay, activation; EGFP reporter with mutant IVS2-654 intron; response scale: normalised to 500 nM splice-correcting PNA | Potency, µM (top dose mostly 46.1 µM), for inactives: top-dose activation, usual class: activators | actives 0.06% (n = 65,000) | AID 925; further: potency means the concentration at half of the fitted maximal effect; 0% is about no effect
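HeLa cells stably expressing EGFP interrupted by mutant beta-globin intron 2 (IVS2-654), 500/well in 2% FCS. Treated with compound for 2 days at 37C. Splicing correction scored as total well GFP intensity (488 nm excitation, 500-520 nm emission); 500 nM antisense PNA served as control.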
Tau fil binding – tau filament binding. P10636. recombinant tau filaments, thioflavin S fluorescence, 15 h; filaments grown with octadecylsulfate alongside compound. Potency, µM (top dose mostly 57.1 µM), inactives show at the highest dose activity change, negative = inhibition. actives 2% (n = 71,000);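 further: potency means the concentration at half of the fitted maximal effect; on the % scale 0 is the no-effect control and ±100 the full control effect; actives lower thioflavin S fluorescence by blocking filaments or displacing dye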
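Tau 2 uM in ThS buffer dispensed; compound added; 60 uM ODS added (finals 1 uM tau, 30 uM ODS); 15 h 37 C; fluor ex450/em510.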
HADH2 inh – blocks human hydroxyacyl-CoA dehydrogenase type II; Q99714; actives 3.4% (n = 73,000); AID 886; Potency, µM (titrated, usually from 57.1 µM), inactives show at the top dose activity change, negative = inhibition, hits mostly inhibitors; recombinant HADH2, NADH fluorescence, beta-hydroxybutyryl-CoA; further: potency means the concentration at half of the fitted maximal effect; on the % scale 0 is the no-effect control and ±100 the full control effect; nearly all actives have a fitted effect of over 60% in size; many of its hits are not listed in these tables
Target sequence (Q99714 whole entry, looked up, one chain of several): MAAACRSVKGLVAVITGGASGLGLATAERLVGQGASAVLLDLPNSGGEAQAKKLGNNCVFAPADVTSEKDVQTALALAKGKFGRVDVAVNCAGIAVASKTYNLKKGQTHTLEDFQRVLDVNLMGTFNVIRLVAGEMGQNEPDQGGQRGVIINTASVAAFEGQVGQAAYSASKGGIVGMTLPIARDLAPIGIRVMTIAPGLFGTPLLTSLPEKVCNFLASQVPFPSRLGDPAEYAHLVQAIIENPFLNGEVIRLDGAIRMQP
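His-tagged recombinant enzyme from E. coli, 20 nM, preincubated 15 min RT with compound; reaction started with 1 mM NAD+ and 90 uM beta-hydroxybutyryl-CoA in 100 mM Tris-HCl pH 9.0. NADH fluorescence (ex 360/em 450) read over 4 min; last-minus-first difference.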
Luciferase inh – firefly luciferase inhibition | purified firefly luciferase, luminescence, 8 min | Potency, µM (top dose mostly 57.1 µM), for inactives: at the highest dose activity change, negative = inhibition, actives largely listed as inhibitors | actives 2.2% (n = 72,000) | AID 411; further: potency means the concentration at half of the fitted maximal effect; on the % scale 0 is the no-effect control and ±100 the full control effect; nearly all actives have a fitted effect of over 40% in size
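Substrate buffer containing 10 uM ATP (pH 7.2 imidazole, Mg2+, KCl, detergent, BSA) is dispensed, compound pinned in, then luciferase/luciferin detector mix added. After 8 min at ambient temperature, light output is measured.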
Texas Red fluor – compounds fluorescent in Texas Red spectral region | Compound fluorescence, Texas Red channel, 547/618 nm; hits give high values | max dye-equivalent concentration, M | actives 0.06% (n = 59,000) | AID 587; in the data active means max dye-equivalent concentration above about 10 nM; inconclusive means between about 1.1 nM and that limit
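Fluorescence at ex 547/em 618 nm, normalized against an on-plate Texas Red standard series to give dye-equivalent concentration per compound concentration. Buffer 100 mM Tris, pH 8.0; 15 min RT incubation before CCD imaging.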
* = called active by the depositor; i = inactive; ? = inconclusive; · = not tested or not shown; [ ] = another dose, or the depositor's remark. Unless noted, the call rests on the fitted dose curve; in most records, active means well fitted curve in the direction sought with a large enough effect; inconclusive means small, poorly fitted or top-dose-only effect, or another doubt; inactive means no such curve, though single readings can be large; an effect the other way counts as inactive or inconclusive. An excerpt; count on the stated rates, not on these rows.

No.	structure	Hsp90 Hop PPI	CRE Fsk mod	Pol III holo inh	ERK AVP inh	15-hLO inh	Rhodamine fluor	HBB splice mod	Tau fil binding	HADH2 inh	Luciferase inh	Texas Red fluor
1	Cc1nc2ccc(S(=O)(=O)NC(C(=O)Nc3nccs3)C(C)C)cc2s1 (stereo not given)	-6%[2.3 µM]	1%	-3%	-8%	1%	·	0.2%	-10%	-9%	2%	·
2	CN1CCN(c2nc3c(c(=O)[nH]c(=O)n3C)n2CC(N)=O)CC1	-3%	5%	-2%	3%	1%	i	·	3%	2%	0%	i
3	COc1ccc(Cn2nc(C)cc2C)cc1OC	1%	4%	-2%	-21%	11%	i	3.9%[0.369 µM]	-5%	12%	1%	i
4	COc1cccc(C2CC(=O)Nc3c2c(=O)n(C)c(=O)n3C)c1OC (stereo not given)	-1%	1%	-10%	-5%	8%	·	-0.8%	1%	-2%	3%	·
5	O=C(CSCCO)Nc1cc(C(F)(F)F)ccc1Cl	-3%	5%	-2%	-17%	1%	i	0.0%	4%	12%	3%	?
6	COc1ccc(C(c2nnnn2C2CCCCC2)N2CCN(c3ccc(OC)cc3)CC2)cc1 (stereo not given)	-3%	7.9µM*	1%	0%	2%	i	0.5%	6%	2%	0%	?
7	COc1ccc(OC)c(-c2cc(C(=O)NCCCn3ccnc3)no2)c1	?	?	-1%	-18%	12%	i	-2.2%	-5%	-3%	1%	i
8	CCc1nnc(NC(=O)CSc2nnc(-c3ccncc3)n2Cc2ccccc2)s1	-2%	-4%	-3%	20%	-3%	i	-0.1%[57.5 µM]	6%	-22%	-3%	i
9	C=CCn1c(SCC(=O)Nc2ccc(NC(=O)c3ccco3)c(OC)c2)nnc1-c1ccncc1	-6%	18%	3%	-17%	0%	i	0.3%	13µM*	3%	8%	i
10	Cc1cccc2cc(CN(CCc3ccccc3)C(=O)N3CCOCC3)c3nnnn3c12	-3%	12%	-7%	-3%	-12%	i	-1.7%	4%	-5%	4%	i
11	O=C(COc1ccc(Cl)cc1)NCc1nnc(SCC(=O)NCc2ccc3c(c2)OCO3)o1	-3%	-10%	-6%	-6%	4%	i	-0.4%	13%	13%	7%	i
12	CC(C)CO/N=C1/C[C@@H](O)[C@@H](O)[C@@H]2[C@@H]3C(=O)N(C4CCCCC4)C(=O)[C@H]3CC[C@@H]12	·	·	·	8%[11.5 µM]	4%[11.4 µM]	·	0.6%[9.22 µM]	·	7%[11.4 µM]	-2%[11.4 µM]	·
13	CCOC(=O)C1C(c2cccc(Cl)c2Cl)NC(=O)NC1(O)C(F)(F)F (stereo not given)	2%[11 µM]	?	2%[11.4 µM]	-17%	-2%[11.4 µM]	·	2.7%[0.0738 µM]	-8%[11.4 µM]	16%[11.4 µM]	1%	·
14	Cn1nnnc1SCc1ccc(F)cc1	-2%	5%	0%	-7%	7%	·	-0.5%	8%	7%	1%	·
15	Cc1ccc(NC(=O)CCC(=O)OCC(F)(F)C(F)F)cc1	1%	1%	0%	1%	0%	·	-0.1%[9.22 µM]	6%	3%	0%	·
16	CCC(C)C(N)C(=O)NC(CCC(=O)OCc1ccccc1)C(N)=O (stereo not given)	-3%	2%	-3%	7%	2%	i	1.5%	-15%	6%	2%	i
17	Cc1ccc(C(=O)NCC2CCCO2)o1 (stereo not given)	0%	-6%	-2%	-8%	7%	i	-0.4%	14%	0%	1%	i
18	CCCc1[nH]nc2c1C(c1ccc(OC(=O)N3CCOCC3)c(OC)c1)C(C#N)=C(N)O2 (stereo not given)	0%	3%	-6%	22%	-5%	i	0.3%	1%	-6%	-2%	i
19	CCn1c(SCc2nc3ccccc3nc2C)nnc1-c1cccs1	-2%	?	-3%	-14%	-10%	i	-0.3%[57.5 µM]	-13%	19%	2%	i
20	O=C(Nc1ccc(Cl)cc1)c1ccc2c(c1)OCO2	2%	9%	0%	-7%	-10%	i	0.4%	40%	6%	4µM*	i
21	O=C(NCCCN1CCC(Cc2ccccc2)CC1)C1CC(=O)N(C2CCCC2)C1 (stereo not given)	-2%	-13%	2%	-16%	-27%	·	-0.2%	27%	1%	0%	·
22	N#Cc1cc2c(=O)n3ccccc3nc2n(CCCN2CCOCC2)c1=O	-8%	10µM*	-9%	-25%	-21%	i	3.7%[57.5 µM]	0%	32µM*	0%	?
23	COC(=O)C1CCN(C(=O)CN2C(=O)NC(CCc3ccccc3)C2=O)CC1 (stereo not given)	2%	-3%	0%	18%	5%	i	1.0%[57.5 µM]	-2%	9%	-1%	?
24	CCOc1cc(C(=O)Nc2cnccn2)cc(OCC)c1OCC	-3%	16%	-2%	-4%	-1%	i	2.4%	0%	7%	1%	i
25	CCOC(=O)c1c(C)n(C)c2ccc(OCC(O)Cn3nc(C)cc3C)cc12 (stereo not given)	-7%	13µM*	0%	-21%	-5%	i	0.0%	10%	11%	3%	?

Luciferase inh: hit marks shown above
# | Compound | Hsp90 Hop PPI | CRE Fsk mod | Pol III holo inh | 15-hLO inh | Rhodamine fluor | Tau fil binding | HADH2 inh | Luciferase inh
20 | O=C(Nc1ccc(Cl)cc1)c1ccc2c(c1)OCO2 | 2% | 9% | 0% | -10% | i | 40% | 6% | 4µM*

More entries
No.	structure	Hsp90 Hop PPI	CRE Fsk mod	Pol III holo inh	ERK AVP inh	15-hLO inh	Rhodamine fluor	HBB splice mod	Tau fil binding	HADH2 inh	Luciferase inh	Texas Red fluor
26	Cc1ccc(NC(=O)NC(=O)N(c2ccccc2)S(C)(=O)=O)cc1	-6%	-5%	0%	-9%	5%	i	-3.1%	-5%	7%	1%	?
27	c1ccc(-c2ccc(N3CC4(CCNCC4)C3)cc2)cc1	?	?	-1%	?	-27%	i	-1.9%	13µM*	?	-7%[11.4 µM]	i
28	O=C(COC(=O)C12CC3CC(CC(O)(C3)C1)C2)N1CCN(S(=O)(=O)c2ccc(Cl)cc2)CC1	-3%	-11%	9%	6%	-2%	i	-1.1%	-2%	5%	-2%	i
29	CCCC(=O)Nc1ccc(N2CCCCC2)cc1	-5%	0%	5%	6%	-11%	·	1.5%	-1%	19%	-27%	·
30	O=C1NC(=O)C2(COC3(CCCC3)OC2)S1	1%	0%	-3%	20%	7%	i	-0.2%[57.5 µM]	-10%	-5%	0%	i
31	COc1ccc(CN(C(=O)c2ccccc2OC)C2CCS(=O)(=O)C2)cc1 (stereo not given)	-5%	3%	4%	0%	10%	i	-1.5%[57.5 µM]	-14%	17%	0%	?
32	CCn1c(SCC(=O)c2ccc(Cl)s2)nnc1-c1cccs1	-3%	-16%	2%	8%	-19%	i	-0.4%[57.5 µM]	?	-4%	-19%	i
33	COc1ccc(NC(=O)c2oc3ccccc3c2NC(=O)c2ccco2)cc1	4%	20%	7%	13%	-4%	i	0.1%	48%	-27%	?	i
34	CN(C#N)c1nc(N2CCOCC2)nc(N2CCOCC2)n1	-3%	-3%	-3%	-7%	4%	i	-0.5%	4%	7%	2%	i
35	CCOC(=O)c1sc(NC(=O)CCSC)nc1C	-5%	?	-4%	-26%	-4%	·	-0.2%[9.22 µM]	-11%	-10%	-5%	·

Arranged by molar mass (falling): some entries from above
No.	structure	Hsp90 Hop PPI	CRE Fsk mod	Pol III holo inh	ERK AVP inh	15-hLO inh	Rhodamine fluor	HBB splice mod	Tau fil binding	HADH2 inh	Luciferase inh	Texas Red fluor
16	CCC(C)C(N)C(=O)NC(CCC(=O)OCc1ccccc1)C(N)=O (stereo not given)	-3%	2%	-3%	7%	2%	i	1.5%	-15%	6%	2%	i
4	COc1cccc(C2CC(=O)Nc3c2c(=O)n(C)c(=O)n3C)c1OC (stereo not given)	-1%	1%	-10%	-5%	8%	·	-0.8%	1%	-2%	3%	·
15	Cc1ccc(NC(=O)CCC(=O)OCC(F)(F)C(F)F)cc1	1%	1%	0%	1%	0%	·	-0.1%[9.22 µM]	6%	3%	0%	·
